SIRT5 inh = blocks human SIRT5 desuccinylation of peptide | Purified SirT5, succinyl-peptide AMC, trypsin-coupled fluorescence | inhibition, % at 15 µM | Q9NXA8 | actives 1.1% (n = 330,000); in the data active means inhibition above about 15%; inconclusive means no clear call, values can overlap the other calls
Target sequence (Q9NXA8 whole entry, looked up): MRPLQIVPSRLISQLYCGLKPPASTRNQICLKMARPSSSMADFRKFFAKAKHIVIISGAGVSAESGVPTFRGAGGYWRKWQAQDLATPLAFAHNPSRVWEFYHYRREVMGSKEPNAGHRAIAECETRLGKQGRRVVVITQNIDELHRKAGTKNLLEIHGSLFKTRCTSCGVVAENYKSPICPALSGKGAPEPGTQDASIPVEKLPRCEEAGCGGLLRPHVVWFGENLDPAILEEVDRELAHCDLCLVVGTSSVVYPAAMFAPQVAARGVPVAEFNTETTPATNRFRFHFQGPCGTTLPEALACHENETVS
DENV2 CPE rescue = DENV2-induced cell death inhibition | DENV2-infected cells, cytopathic effect rescue, plate reader | CPE inhibition, % at 9.99 µM | actives 1.7% (n = 350,000); in the data active means CPE inhibition above about 20%, passing the limit was not always enough; inconclusive means no clear call, values can overlap the other calls; tested in BHK-21 cells;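 further: 0% = median of neutral control wells and 100% = median of positive control wells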
LGR2 antag = Drosophila LGR2 receptor signaling inhibition. inhibition, % at 9.99 µM. actives 0.35% (n = 380,000). HEK293 LGR2, CRE-luciferase, bursicon-stimulated, 4 h;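 active means drop in luminescence signal, shown as inhibition above about 50% in the replicate tests, limit read from the data, passing the limit was not always enough; inconclusive means probably only some replicates passing the limit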;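 further: agonist challenge used bursicon conditioned medium at about half maximal strength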
PAX8 inh HTS = lowers PAX8-driven luciferase in RMG-I cells; RMG-I TPO-luciferase reporter, SteadyGlo, 24 h; inhibition, % at 12.6 µM; actives 1.2% (n = 360,000);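 active means mean replicate inhibition at least 60% with every replicate also reaching 60%; inconclusive means only one of the two criteria is met; inactive means mean below 60% and not all replicates reaching 60%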;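 further: luciferase light reporting Pax8 driven TPO promoter activity; plate controls were median of neutral control wells for no effect and mitoxantrone controls for full effect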
ARNT-TACC3 inh = ARNT/TACC3 interaction disruption; actives 0.66% (n = 390,000); inhibition, % at 9.99 µM; Q9Y6A5; AlphaScreen His-ARNT PAS-B/GST-TACC3 binding, luminescence; TACC3 fragment carries E629A point mutation;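 active means mean inhibition of replicates at least 50% and at least half of replicates each reaching 50%; inconclusive means half or more replicates reach 50% but mean below 50%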;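 further: 0% = complete ARNT plus TACC3 wells and 100% = ARNT alone without TACC3; many hits fall short of the cut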
Casp6 inh = blocks human caspase-6 cleavage activity; P55212; actives 0.53% (n = 350,000); inhibition, % at 12.5 µM; AID 686996; purified caspase-6, Z-VEID-R110 cleavage fluorescence;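 active means mean inhibition across replicates at least about 35%, with every replicate also reaching that limit, limit read from the data; inconclusive means only one of the two criteria met; inactive means neither criterion met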;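 further: 0% = median of neutral control wells and 100% = no fluorescence left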
Target sequence (P55212 24-179 limits assumed): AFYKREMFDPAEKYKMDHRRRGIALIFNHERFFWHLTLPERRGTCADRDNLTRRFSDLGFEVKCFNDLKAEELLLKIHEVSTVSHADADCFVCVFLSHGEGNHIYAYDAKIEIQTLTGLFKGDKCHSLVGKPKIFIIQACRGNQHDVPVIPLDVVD
Target sequence (P55212 194-293 limits assumed): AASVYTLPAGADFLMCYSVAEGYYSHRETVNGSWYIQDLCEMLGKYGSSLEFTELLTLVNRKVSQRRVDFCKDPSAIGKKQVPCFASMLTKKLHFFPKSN
EWS-Fli block = blocks EWS/Fli oncoprotein-driven transcription | actives 0.67% (n = 350,000) | AID 651661 | inhibition, % at 12.6 µM | A673 NR0B1-luciferase reporter, viability-normalised;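 active means mean inhibition of at least 50% after viability correction, with every replicate also passing that limit; inconclusive means mean reaches 50% but only one of two replicates passes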;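 further: firefly luciferase signal divided by Alamar Blue viability fluorescence both relative to DMSO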
* hit, by the source's call; & = joins results of further samples. Rows are unselected. About 4.9% of those tested had a hit in this group.

`CC1(c2nnnn2-c2ccc3c(c2)OCCO3)CCC(=O)N1C1CCN(Cc2ccccc2)CC1` (stereo not given) gave SIRT5 inh -2, DENV2 CPE rescue inconclusive, LGR2 antag 8, PAX8 inh HTS 1, Casp6 inh 0 and EWS-Fli block 13.
For N#Cc1ccc(Nc2nc(-c3ccccc3)cs2)cc1 the results were SIRT5 inh -1, DENV2 CPE rescue inconclusive, LGR2 antag -78, PAX8 inh HTS -95, Casp6 inh -1 and EWS-Fli block -87.
Screening O=C(Nc1ccc2c(c1)[C@H]1C[C@H](CC(=O)N3CCc4ccccc4C3)O[C@H](CO)[C@H]1O2)C1CCOCC1 returned SIRT5 inh -3, DENV2 CPE rescue 9, LGR2 antag 0, PAX8 inh HTS 10, ARNT-TACC3 inh -3, Casp6 inh -3 and EWS-Fli block -5.
Screening COCCN=C1NN=C(c2ccc(NC(C)=O)cc2)CS1 returned SIRT5 inh -3, DENV2 CPE rescue 8, LGR2 antag 6, PAX8 inh HTS 9, ARNT-TACC3 inh 5, Casp6 inh 1 and EWS-Fli block 2.
CSc1ccccc1NC(=O)CN(C)C(=O)C(C)SCc1nc2sc(C)c(C)c2c(=O)[nH]1 (stereo not given) was read as SIRT5 inh 1, DENV2 CPE rescue -5, LGR2 antag -2, PAX8 inh HTS 28, Casp6 inh 0 and EWS-Fli block -1.
Screening CCCNC(=O)C[C@@H]1CC[C@H]2[C@@H](COC[C@@H](O)CN2C(=O)CC)O1 returned SIRT5 inh -1, DENV2 CPE rescue 1, LGR2 antag 7, ARNT-TACC3 inh -1 and Casp6 inh 5.
For COc1ccc(-c2cnc3c(c2)C(=O)N([C@@H](C)CO)C[C@H](C)[C@H](CN(C)C(=O)Cc2ccncc2)O3)cc1 the results were SIRT5 inh -1, DENV2 CPE rescue 1, LGR2 antag 7, PAX8 inh HTS 2, ARNT-TACC3 inh 3, Casp6 inh -5 and EWS-Fli block -10.
`N#CCCN(C(=O)COC(=O)c1cc(=O)[nH]c2ccccc12)c1ccccc1` gave SIRT5 inh -2, DENV2 CPE rescue 7, LGR2 antag 8, PAX8 inh HTS 11, ARNT-TACC3 inh -3, Casp6 inh 1 and EWS-Fli block 5.
For COc1ccccc1N1CCN(CCCCN2C(=O)C3CCCN3C2=O)CC1 (stereo not given) the results were SIRT5 inh -5, DENV2 CPE rescue -1, LGR2 antag 1, PAX8 inh HTS -24, ARNT-TACC3 inh -2, Casp6 inh -11 and EWS-Fli block 16.
O=C(O)C[C@@H]1C[C@H]2c3cc(NC(=O)c4ccc5c(c4)OCO5)ccc3O[C@H]2[C@H](CO)O1 was read as SIRT5 inh 4, DENV2 CPE rescue -1, LGR2 antag -27, PAX8 inh HTS 4, ARNT-TACC3 inh 12, Casp6 inh -3 and EWS-Fli block 1.
Screening O=C(c1ccc(F)cc1)N1CCCCN2[C@@H](CO)[C@@H](c3ccc(-c4ccc(F)cc4)cc3)[C@@H]2C1 returned SIRT5 inh -2, DENV2 CPE rescue -2, PAX8 inh HTS 22, ARNT-TACC3 inh 7, Casp6 inh -2 and EWS-Fli block -9.
`O=C(Cn1c2c(c(=O)n3ncnc13)CCC2)N/N=C/c1ccc(Cl)cc1` gave SIRT5 inh -4, DENV2 CPE rescue -1, LGR2 antag 8, PAX8 inh HTS 22, ARNT-TACC3 inh 3, Casp6 inh -1 and EWS-Fli block 4.
For Cc1ccc(-c2onc3ccc(C4OCCO4)cc23)cc1 the results were SIRT5 inh -1, DENV2 CPE rescue 3, LGR2 antag -46, PAX8 inh HTS -52, ARNT-TACC3 inh 4, Casp6 inh -9 and EWS-Fli block -31.
`COc1ccc(-c2cc(C(=O)N(C)Cc3ccccc3F)c3ccccc3n2)cc1OC` gave SIRT5 inh -1, DENV2 CPE rescue -4, LGR2 antag -7, PAX8 inh HTS 25, ARNT-TACC3 inh -2 and Casp6 inh -66.
C[C@@H]1CN([C@@H](C)CO)C(=O)c2cc(C#CCc3ccccc3)cnc2O[C@@H]1CN(C)Cc1ccccc1 was read as SIRT5 inh 9, DENV2 CPE rescue 10, LGR2 antag 6, PAX8 inh HTS -8, Casp6 inh 0 and EWS-Fli block 8.
For NC1=NC(c2ccc(Cl)cc2)N(c2ccc(S(N)(=O)=O)cc2)C(N)=N1 (stereo not given) the results were SIRT5 inh 2, DENV2 CPE rescue 11, LGR2 antag -2, PAX8 inh HTS 12, ARNT-TACC3 inh 0, Casp6 inh 0 and EWS-Fli block -3.
For COc1cc(C2CC(=O)c3c([nH]c(C(=O)OCCOC(C)C)c3C)C2)cc(OC)c1OC (stereo not given) the results were DENV2 CPE rescue 2, LGR2 antag 21, PAX8 inh HTS 36, ARNT-TACC3 inh -9, Casp6 inh 2 and EWS-Fli block 24.
Screening Cc1ccc(OCC(=O)N(Cc2ccco2)c2c(N)n(Cc3ccccc3)c(=O)[nH]c2=O)cc1C returned SIRT5 inh -6, DENV2 CPE rescue -4, LGR2 antag -7, PAX8 inh HTS -2, ARNT-TACC3 inh -4, Casp6 inh 1 and EWS-Fli block -9.
CCS(=O)(=O)N1CCC(NC(=O)c2cc(OC)cc(OC)c2)CC1 was read as LGR2 antag -7, ARNT-TACC3 inh -1 and Casp6 inh 0.
Screening COC(=O)[C@H]1C[C@H](OC(=O)NC2CCCC2)[C@@]2(O)CN(S(=O)(=O)c3ccc(C)cc3)CC2[C@H]1C(=O)OC (stereo not given in full) returned SIRT5 inh -3, DENV2 CPE rescue 1, LGR2 antag 8, PAX8 inh HTS -23, Casp6 inh 4 and EWS-Fli block -2.

Structures shown so far that have a Cl atom, in the order listed:
`O=C(Cn1c2c(c(=O)n3ncnc13)CCC2)N/N=C/c1ccc(Cl)cc1` gave SIRT5 inh -4, DENV2 CPE rescue -1, LGR2 antag 8, PAX8 inh HTS 22, ARNT-TACC3 inh 3, Casp6 inh -1 and EWS-Fli block 4.
For NC1=NC(c2ccc(Cl)cc2)N(c2ccc(S(N)(=O)=O)cc2)C(N)=N1 (stereo not given) the results were SIRT5 inh 2, DENV2 CPE rescue 11, LGR2 antag -2, PAX8 inh HTS 12, ARNT-TACC3 inh 0, Casp6 inh 0 and EWS-Fli block -3.

The results go on.
For COc1ccc(C(C)C)cc1-c1ccc2nncn2c1 the results were SIRT5 inh -4, DENV2 CPE rescue 3, LGR2 antag -25, PAX8 inh HTS 1, Casp6 inh 0 and EWS-Fli block -7.
For COc1ccc(-c2nc(C=O)cs2)cc1 the results were SIRT5 inh -2, DENV2 CPE rescue 1, LGR2 antag -24, PAX8 inh HTS 3, ARNT-TACC3 inh -6, Casp6 inh 0 and EWS-Fli block -50.
For CCOc1ccc(NCc2cc3c(C(C)(C)C)nn(-c4ccccc4)c3[nH]c2=O)cc1 the results were SIRT5 inh -1, DENV2 CPE rescue -6, LGR2 antag -32, ARNT-TACC3 inh 4, Casp6 inh -2 and EWS-Fli block 0.
`Cn1c(=O)c(C(=O)N2CCc3ccccc32)cc2cccnc21` gave SIRT5 inh -2, DENV2 CPE rescue 1, LGR2 antag -8, PAX8 inh HTS -10, ARNT-TACC3 inh 0, Casp6 inh 1 and EWS-Fli block -4.
CCOC(=O)c1c(C)[nH]c(C)c1C(=O)CSc1nnc(N)s1 was read as SIRT5 inh -4, DENV2 CPE rescue 3, LGR2 antag 10, PAX8 inh HTS 14, ARNT-TACC3 inh -1, Casp6 inh 1 and EWS-Fli block 2.
Screening CN(Cc1nc2ccccc2c(=O)[nH]1)C(=O)c1ccc(S(=O)(=O)N2CCCC2)cc1 returned SIRT5 inh -1, DENV2 CPE rescue inconclusive, LGR2 antag -31, PAX8 inh HTS 3, ARNT-TACC3 inh -8, Casp6 inh -1 and EWS-Fli block 1.
N#Cc1ccc(COC(=O)CCc2c[nH]c3ccccc23)cc1 was read as SIRT5 inh 0, DENV2 CPE rescue -4, LGR2 antag 8, PAX8 inh HTS -6 and Casp6 inh 3.
`CN(C)C(=O)[C@@H]1[C@@H](CO)[C@@H]2Cn3c(ccc(-c4ccncc4)c3=O)[C@H]1N2CC1CCCC1` gave SIRT5 inh 2, DENV2 CPE rescue -2, LGR2 antag -7, ARNT-TACC3 inh -5, Casp6 inh 0 and EWS-Fli block 1.
CC(C)(C)N1C(=O)c2ccccc2NC(=O)C1C(=O)Nc1ccc2c(c1)OCCO2 (stereo not given) was read as SIRT5 inh -3, DENV2 CPE rescue 19, LGR2 antag -17, PAX8 inh HTS -11, Casp6 inh 0 and EWS-Fli block -11.
Screening O=C(NC1CC1)C1=C[C@H](c2coc3ccccc3c2=O)C[C@H](OCCCCO)O1 returned SIRT5 inh -2, DENV2 CPE rescue -3, LGR2 antag 11, PAX8 inh HTS 23, ARNT-TACC3 inh 6&2, Casp6 inh 6 and EWS-Fli block 0&-2.
CCC(=O)NC(=S)Nc1ccc(NC(=O)COc2ccc([N+](=O)[O-])cc2)cc1 was read as SIRT5 inh -1, DENV2 CPE rescue -1, LGR2 antag -16, PAX8 inh HTS -9, Casp6 inh 3 and EWS-Fli block 17.
COC(=O)c1c(N)[nH]c(C(=O)c2ccccc2)c1-c1ccc(Br)cc1 was read as SIRT5 inh -4, DENV2 CPE rescue -3, LGR2 antag -9, PAX8 inh HTS -6, Casp6 inh -1 and EWS-Fli block 2.
For CN(C)/C=C(\C#N)C(=O)N/N=C/c1ccc(F)cc1 the results were SIRT5 inh 2, DENV2 CPE rescue 3, LGR2 antag 1, PAX8 inh HTS -22, ARNT-TACC3 inh -3, Casp6 inh 8 and EWS-Fli block -23.
For COc1ccccc1N1CCN(Cc2ccco2)CC1 the results were SIRT5 inh -1, LGR2 antag 4, PAX8 inh HTS -2, ARNT-TACC3 inh -2 and Casp6 inh 1.
For CC(=NNC(N)=O)c1ccc(Cl)c(-n2cccc2)c1 the results were DENV2 CPE rescue -7, LGR2 antag -8, PAX8 inh HTS -18, Casp6 inh -1 and EWS-Fli block -8.
`Cc1cccc(C)c1NC(=O)CN(C)C(=O)/C=C/c1cccs1` gave SIRT5 inh 5, DENV2 CPE rescue 4, LGR2 antag -28, PAX8 inh HTS -6, ARNT-TACC3 inh -2, Casp6 inh 1 and EWS-Fli block 2.
Screening CC1(C)C(=O)N(c2ccccc2)C(=O)c2ccccc21 returned DENV2 CPE rescue -2, LGR2 antag -5, PAX8 inh HTS -17, ARNT-TACC3 inh -5, Casp6 inh -1 and EWS-Fli block 1.
`C[C@H]1CCCCO[C@H](CN(C)Cc2ccc(C(F)(F)F)cc2)[C@@H](C)CN([C@@H](C)CO)C(=O)c2cc(NC(=O)Nc3ccc4c(c3)OCO4)ccc2O1` gave SIRT5 inh 5, DENV2 CPE rescue -9, LGR2 antag 8, PAX8 inh HTS 46, ARNT-TACC3 inh -1, Casp6 inh -8 and EWS-Fli block 8.
For COc1ccccc1/C=C/C=N/n1c(C)nnc1C the results were SIRT5 inh 2, DENV2 CPE rescue -12, LGR2 antag 20, PAX8 inh HTS -27, ARNT-TACC3 inh -19, Casp6 inh 1 and EWS-Fli block -6.
`COCC(=O)N1CC2(C1)CN(C(=O)NC1CCCC1)[C@H](CO)c1c2c2ccc(OC)cc2n1C` gave SIRT5 inh -2, DENV2 CPE rescue 68*, LGR2 antag 5, PAX8 inh HTS -11, Casp6 inh 2 and EWS-Fli block -2.
For CC1=C(C(=O)N(C)C)CC(CC(=O)NCCN2CCOCC2)C(=O)N1Cc1ccc(C(C)(C)C)cc1 (stereo not given) the results were SIRT5 inh 2, DENV2 CPE rescue -2, LGR2 antag 11, PAX8 inh HTS 1, Casp6 inh -2 and EWS-Fli block -7.
COc1cc2c(C(=O)O)c(C)n(C)c2c2ccccc12 was read as SIRT5 inh -5, DENV2 CPE rescue -1, LGR2 antag -13, PAX8 inh HTS -13, ARNT-TACC3 inh -1, Casp6 inh -2 and EWS-Fli block -12.
CCN1CCN(C(=O)CCN2C(=O)c3ccccc3C2=O)CC1 was read as SIRT5 inh 0, DENV2 CPE rescue 5, PAX8 inh HTS -9, ARNT-TACC3 inh -10, Casp6 inh 3 and EWS-Fli block 5.
Screening CCSc1nnc(NC(=O)c2ccccc2)s1 returned SIRT5 inh 2, DENV2 CPE rescue -6, LGR2 antag -24, PAX8 inh HTS -179, ARNT-TACC3 inh -3, Casp6 inh 1 and EWS-Fli block -47.

Bioassay records (PubChem BioAssay)
